High-throughput results: PubChem BioAssay, National Center for Advancing Translational Sciences (NCATS)
HepG2 viability: HepG2 cytotoxicity, counter-screen for TGF-b inhibitors; HepG2 CAGA-GFP viability, ATP luminescence, 18 h; Potency, µM (series often up to 46.1 µM), inactives show top-dose activity change, negative = cytotoxicity, actives largely listed as cytotoxic; hit rate 0.76% among 410,000; AID 588856; also: potency is read from the fitted curve at half-maximal effect; some results filed as inactive show a strong effect at the top dose
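HepG2 CAGA-GFP cells (1000/well, DMEM with 1% FBS) received compound, then TGF-beta at 500 pg/mL final, and were incubated 18 hours at 37 degrees C. Viability was read by CellTiter-Glo luminescence. Media-only wells were set as complete cell-killing and DMSO as no toxicity.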
ATXN2 expr inh: inhibitors of ATXN2 expression; HEK-293 ATXN2-luciferase reporter, luminescence, 24 h; Potency, µM (doses to about 57 µM), without a hit: at the highest dose activity change, negative = inhibition, usual class: inhibitors; hit rate 0.72% among 360,000; AID 1745845; also: potency is read from the fitted curve at half-maximal effect; % is scaled to controls: 0 for no effect and ±100 for the full control effect; nearly all actives have a fitted effect of over 55% in size
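qHTS (up to 57 uM final) was run with 24 h compound exposure of reporter cells at 37 °C. Each well was multiplexed: SteadyGlo luminescence measured ATXN2-luciferase expression after a fluorogenic Gly-Phe-AFC viability readout (25 uM final).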
ATXN viability: cell viability loss in ATXN counter-screen. S2 cells (HEK-293 line with an ATXN2-luciferase reporter) viability, CellTiter-Fluor protease fluorescence, 24 h. Potency, µM (top dose mostly 56.7 µM), most hits filed as cytotoxic. hit rate 0.49% among 400,000. AID 651635; also: potency is read from the fitted curve at half-maximal effect; nearly all actives have a fitted effect of over 40% in size
A549 tox: counter-screen for Nrf2 inhibitors: cytotoxicity in A549 cells; A549 ARE-Fluc cells, CellTiter-Fluor viability, 18-24 h; Potency, µM (highest dose often 46 µM), for the others: top-dose activity change, negative = cytotoxicity, usual class: inhibitors; hit rate 0.16% among 390,000; also: potency is read from the fitted curve at half-maximal effect; % is scaled to controls: 0 for no effect and ±100 for the full control effect
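A549 ARE_Fluc cells in 5% FBS OPTI-MEM were exposed to compounds in concentration-response for 18-24 h at 37 deg C. Viability was read by CellTiter-Fluor fluorescence (Ex 405/Em 525) after 30 min, before the luciferase read.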
TGFb inhibitor: TGF-b pathway inhibition | HepG2 CAGA-GFP TGF-b/SMAD3 reporter, GFP fluorescence, 18 h; TGF-beta stimulated, 500 pg/mL final | hit rate 1.2% among 410,000 | AID 588855 | Potency, µM (doses to about 46.1 µM), for inactives: at the highest dose activity, negative = inhibition, actives largely listed as inhibitors; also: potency is read from the fitted curve at half-maximal effect; % is scaled to controls: 0 for no effect and ±100 for the full control effect; nearly all actives have a fitted effect of over 65% in size
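HEPG2 CAGA-GFP reporter cells (1000/well, DMEM with 1% FBS) received compounds, then recombinant TGF-beta at 500 pg/mL final for 18 hours at 37 degrees C. Per-cell GFP summed per well was normalised to unstimulated and stimulated DMSO controls before curve fitting.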
IL-1B inflam inh: inflammasome signaling inhibition, IL-1 beta readout; AID 743279; activity change, % at 57.5 µM; THP-1 LPS/ATP IL-1B secretion, AlphaLISA, 16 h; active compounds read low; hit rate 4.7% among 360,000; in the data active = activity change below about -50%; inconclusive = mostly about -30% to -49%; also: % is scaled to controls: 0 for no effect and ±100 for the full control effect
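THP-1 cells pretreated 1 hr with compounds (up to 57.5 uM final), then stimulated with LPS (250 ng/mL final) plus ATP (1.25 mM final); secreted IL-1B measured by AlphaLISA after 16 hr, decreased signal indicating inhibition.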
MCF10A rereplic: DNA re-replication induction in MCF 10a cells | MCF 10A DNA re-replication, Hoechst nuclear intensity, 48 h | Potency, µM (series often up to 46.1 µM), inactives show at the top dose activity, positive = re-replication, most hits filed as activators | hit rate 2.9% among 350,000; also: potency is read from the fitted curve at half-maximal effect; % of control where 0% means no effect; nearly all actives have a fitted effect of over 50% in size
Nrf2 block: inhibitors of Nrf2 signaling. A549 ARE-Fluc reporter, luciferase luminescence, 18-24 h. Potency, µM (series often up to 46 µM), for inactives: at the top dose activity change, negative = inhibition, most hits filed as inhibitors. hit rate 2.1% among 360,000; also: potency is read from the fitted curve at half-maximal effect; % is scaled to controls: 0 for no effect and ±100 for the full control effect; nearly all actives have a fitted effect of over 60% in size
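A549 ARE_Fluc cells (5000/well, 5% FBS OPTI-MEM) pre-incubated 2 h, then treated with compounds 18-24 h at 37C/5% CO2 in concentration-response. CellTiter-Fluor viability read first; BugLite luciferase luminescence after 15 min at room temperature gives Nrf2 activity.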
Nrf2 ARE act: activators of Nrf2 (ARE) signaling; hit rate 0.31% among 410,000; Potency, µM (doses to about 46.1 µM), without a hit: top-dose activation, most hits filed as activators; AREc32 ARE-luciferase reporter (MCF7-derived line), luminescence, 24 h; also: potency is read from the fitted curve at half-maximal effect; % of control where 0% means no effect; nearly all actives have a fitted effect of over 65% in size
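AREc32_Fluc, 1000 cells/well, OPTI-MEM + 5% FBS, o/n 37 deg C 5% CO2; 23 nL cpd by pin tool, 24 hr; Steady-Glo 30 min RT, luminescence.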
An asterisk follows results filed as active; i = inactive; ? = inconclusive; / = not tested or not shown; [ ] = remark or other dose. Unless noted, calls follow the shape of the dose curve; as a rule, active = well fitted curve in the direction sought with a large enough effect; inconclusive = small, poorly fitted or top-dose-only effect, or another doubt; inactive = no such curve, though single readings can be large; an effect the other way counts as inactive or inconclusive. Outcome played no part in choosing rows (roughly 8.8% active in at least one column).

SMILES | HepG2 viability | ATXN2 expr inh | ATXN viability | A549 tox | TGFb inhibitor | IL-1B inflam inh | MCF10A rereplic | Nrf2 block | Nrf2 ARE act
O=C(Nc1ccc(Oc2ccccc2)cc1)c1ccc2nc([C@@H]3O[C@H](CO)[C@H](O)[C@H](O)[C@H]3O)[nH]c2c1 | 16% | 2% | i | / | -2% | 52 | / | / | 0.4%[9.22 µM]
COc1ccccc1-c1nnc(SCC(=O)NC2CC2)n1C | 0% | -4% | i | 7% | -2% | -2 | ? | -1% | -0.8%
COc1ccc(CCNc2nc3c(-c4cccc(F)c4)nnn3c3ccccc23)cc1OC | 13% | 1% | i | 0% | 3% | / | / | 6% | 6.2%
O=C(O)c1ccc(COc2ccc(/C=N/NC(=O)c3cccs3)cc2)cc1 | -12% | 15% | i | ? | 18% | 1 | 1% | 3% | 0.3%
O=C(O)/C=C/c1cccc2c1OCCO2 | -9% | -19% | i | 4% | -13% | 18 | -11% | 11% | 0.0%
Nc1c(C(=O)OCC(=O)NCc2ccccc2)[nH]c(=O)[nH]c1=O | 22% | 1% | i | -8% | 2% | 3 | -5% | -5% | 0.2%
CC(=O)c1ccccc1NS(C)(=O)=O | -2% | 12% | i | 0% | 3% | 29 | 4% | 10% | -0.5%
O=C(c1ccc(S(=O)(=O)N2CCCCC2)cc1)N1CCN(CCN2C(=O)c3cccc4cccc(c34)C2=O)CC1 | 0% | ? | ? | -3% | 15% | -3 | -1% | ? | 1.8%
COc1ccc(Cl)cc1NC(=O)c1ccco1 | -8% | -10% | i | 1% | 10% | 0 | ? | / | 5µM*
Cc1nc(-c2ccc3c(c2)OCO3)cs1 | 1% | 26% | i | -8% | 8% | 8 | 4% | 9% | -0.6%

Overlap with the part before: two entries; new compounds follow.
SMILES | HepG2 viability | ATXN2 expr inh | ATXN viability | A549 tox | TGFb inhibitor | IL-1B inflam inh | MCF10A rereplic | Nrf2 block | Nrf2 ARE act
COc1ccc(Cl)cc1NC(=O)c1ccco1 | -8% | -10% | i | 1% | 10% | 0 | ? | / | 5µM*
Cc1nc(-c2ccc3c(c2)OCO3)cs1 | 1% | 26% | i | -8% | 8% | 8 | 4% | 9% | -0.6%
CCCc1ccc(OCC(=O)O)cc1 | 0% | 5% | i | -2% | -3% | 4 | -3% | 2% | 0.0%
O=c1c(Cl)c(N/N=C/c2ccc(Cl)cc2)cnn1-c1ccccc1 | 14µM* | / | ? | -14% | ? | 6 | ? | -25% | ?
Cc1noc(C)c1COc1cccc(C(=O)Oc2ccc3c(c2)OCO3)c1 | -7% | -2% | i | -3% | 0% | 26 | 4% | -11% | -0.1%
CC(C)(C)c1ccc(NC(=O)COC(=O)C2CCCC2)cc1 | 15% | / | ? | -5% | 38%[activator] | 6 | -2% | 4% | 0.3%
COC(=O)CSc1nccc(-c2cccs2)n1 | -5% | 0%[11.3 µM] | ? | -2% | -10% | 8 | -2% | 3% | ?
CC(C)(C)C(=O)N1CCN(c2ccc([N+](=O)[O-])cc2Cl)CC1 | -22% | 17% | ? | -10% | -18% | -9 | 0% | -30% | 0.6%
CC(=NNC(=O)c1cccc(S(=O)(=O)N2CCOCC2)c1)c1ccc(Cl)cc1 | -1% | -1% | i | 2% | 0% | 1 | / | ? | 1.9%
O=C(NCc1ccco1)c1nn(-c2ccccc2)c(=O)c2ccccc12 | 7% | -9% | i | -9% | 0% | 19 | -2% | -17% | 6.5%
COc1ccc(S(=O)(=O)N(CCCN2CCCC2=O)Cc2cc3cc(C)c(C)cc3[nH]c2=O)cc1 | 13% | 0% | ? | 1% | -19% | -73* | -8% | ? | 0.4%
CCCCN(C(=O)c1cc2c(s1)CCCCC2)c1c(N)n(CC(C)C)c(=O)[nH]c1=O | -6% | 5% | i | ? | 10% | -2 | 5% | -7% | -0.3%
CCn1c(SCC(=O)NC2CCCC2)nnc1-c1ccoc1C | -4% | -3% | i | -4% | 2% | 22 | -11% | -25% | -0.4%
CC(=O)c1ccc(S(=O)(=O)N2CCNC(=O)C2)cc1 | 7% | 6% | i | 1% | -1% | 10 | 0% | 10% | 0.3%
N#Cc1c2n(c3c(=O)n(Cc4ccccc4)cnc13)CCCC2 | -7% | 10% | i | 20% | -3% | -16 | 1% | 18% | -0.5%
CC(C)c1ccc(C2(C)NC(=O)N(CC(=O)NC3CCCC(C)C3C)C2=O)cc1 (stereo not given) | -32% | -22% | i | 2% | ? | ? | ? | -4% | 6.2%
Cc1cc(C)n(-c2nc3ccccc3nc2N2CCN(C(=O)c3ccc(F)cc3)CC2)n1 | -6% | -3% | i | -24% | -9% | 0 | ? | -21% | 0.3%
COc1ccc(S(=O)(=O)NC(=O)C2(C)CCN2C(=O)Cc2cc(C)cc(C)c2)cc1OC (stereo not given) | 11% | 13% | i | / | 13% | 14 | / | / | -1.0%
O=S(=O)(c1ccc(Br)cc1F)N1CCCCC1CCO (stereo not given) | -8% | 1% | i | -3% | -19% | 59 | -6% | -6% | -0.6%
CCOc1cc(/C=N\NC(=O)Cn2nc([N+](=O)[O-])cc2C)ccc1OCc1cccc2ccccc12 | -13% | -4% | i | -13% | -3% | 0 | ? | -22% | 3.6%
COc1ccc(NCc2cccn2-c2nnc(N3CCC(C)CC3)s2)c(OC)c1 | -7% | -9% | i | 2% | -20% | / | / | ? | -1.4%
COc1nc(-c2cccs2)cc(-c2ccc(C)cc2)c1C#N | -23% | -14% | ? | -11% | 1% | 35 | ? | / | 15%
O=C(CSc1nc2c(c(C(F)(F)F)n1)CCc1ccccc1-2)NCc1ccco1 | -9% | -6% | i | ? | -3% | 29 | ? | -15% | 4.4%
CC[N+]1(C)CCC(O)(c2ccc(OC)cc2)C(C(=O)c2ccc(OC)cc2)C1 (stereo not given) | -101% | ? | ? | -5% | ? | -78* | 4.6µM* | 11% | ?
COc1ccccc1CNC(=O)c1cc(Sc2cccc(Cl)c2)nc2ccccc12 | -5% | / | / | 6% | -13% | / | / | / | 0.4%
CN1CCN(c2ccc(S(=O)(=O)N3CCOCC3)cc2NC(=O)COc2ccc(F)cc2Cl)CC1 | 120% | 2% | i | ? | 0% | -13 | -3% | 15% | 0.5%
Cc1ccc(/C([O-])=C(/C(=S)Nc2ccc(SC(F)F)cc2)[n+]2ccccc2)cc1[N+](=O)[O-] | -13% | -15% | ? | -5% | ? | 0 | ? | -10% | 3.1%
CCn1nc(NS(=O)(=O)c2ccc([N+](=O)[O-])cc2)c2cc3cc(C)ccc3nc21 | -12% | 4% | i | -13% | -5% | 45 | 2% | 0% | -0.2%
CCOC(=O)c1cccc(NC(=O)CCc2c(C)nc3cc(-c4ccc(Cl)cc4)nn3c2C)c1 | 4% | -30% | i | -1% | -8% | / | / | ? | -2.8%
C/C(=N\NS(=O)(=O)c1ccc([N+](=O)[O-])cc1)c1ccc(NC(=O)c2ccco2)cc1 | 11% | 9% | i | -7% | 12% | -8 | 1% | ? | -0.6%
CC(=O)NCCOC(=O)Nc1sc(=S)n(C)c1C | -62% | 0% | i | -7% | 0% | 10 | -2% | -9% | -1.1%
CCc1ccc(NC(=O)CSc2nnc3[nH]c(=O)cc(-c4ccccc4)n23)cc1 | -8% | / | / | 0% | -3% | / | / | / | -0.3%
COc1ccc(N=Cc2oc3ccc4ccccc4c3c2O)cc1 | 8% | 44%[activator] | ? | 1% | 27% | 20 | -9% | ? | ?
COc1cc(NS(=O)(=O)c2ccc(NC(=S)NC(=O)/C=C/c3ccc(F)cc3)cc2)ncn1 | -11% | / | i | -1% | -22% | 0 | ? | -3% | -1.0%
CC(C)CNC(=O)c1ccccc1C(=O)NC1(C(=O)NCC(C)C)CCCC1 | 7% | -3% | i | 6% | 0% | 12 | -1% | 1% | 0.2%
COc1ccc(CC2CC(=O)N(c3ccc(C)cc3)C2=O)cc1 (stereo not given) | -4% | -9% | i | 0% | 0% | -2 | -1% | 6% | -0.6%
CCOC(=O)C1=CCN(S(=O)(=O)c2ccc(C)cc2)C1c1ccc(CC)cc1 (stereo not given) | 1% | 0% | i | / | ? | 0 | / | / | 6.0%
O=C(CSc1nnnn1-c1cccnc1)NCc1cccs1 | 0% | 3% | i | 15% | -3% | 12 | 1% | 4% | 2.0%
O=C(COc1ccc(Cl)cc1)NCCN1CCCC1 | 13% | -4% | i | -2% | 3% | 0 | 2% | 2% | 0.1%
CC(C)c1ccc(NC(=O)CN2C(=O)c3ccccc3S2(=O)=O)cc1 | -11% | -32% | i | 8% | -1% | -7 | 0% | 4% | -0.1%
O=C(NCCC1=CCCCC1)C1CCC(=O)N(Cc2ccc(Cl)cc2)C1 (stereo not given) | -27% | 2% | i | 1% | -21% | 0 | 20% | 12% | -0.3%
COc1ccc(CCNC(=O)c2cc(COc3c(F)cccc3F)on2)c(OC)c1 | 4% | 59%[activator] | i | -1% | 7% | -13 | -2% | 18% | 0.5%
c1ccc(OCCCN2CCCC2)cc1 | 9% | -1% | ? | -2% | 1% | 10 | 1% | 12% | -0.6%
COC(=O)c1ccc(-n2c(/C=C/c3cc(OC)c(OC)c(OC)c3)nc3cc(Cl)ccc3c2=O)cc1 | -1% | / | / | 19% | 12% | / | / | / | -0.3%
Nc1ncnc2c1ncn2C1CCCO1 (stereo not given) | 25% | 4% | i | 6% | -11% | 18 | 1% | 29% | 0.1%
Cc1nc(-c2ccc(S(=O)(=O)N3CCCCCC3)cc2)cs1 | 8% | 15% | i | -5% | 18% | -13 | 6% | 0% | 7.7%
O=C(c1cccc(-c2ccccc2)c1)N1CC[C@@H](N2CCC(O)CC2)[C@H](O)C1 | 3% | -20% | i | 3% | -3% | -12 | -7% | 3% | -0.2%
